HEK293 tox = kills HEK 293 cells; AID 1345083; HEK 293 viability, ATP luminescence (CellTiter-Glo), 48-72 h; 94,000 compounds, 6.6% hits; Potency, µM (top dose mostly 115 µM), without a hit: top-dose activity change, negative = cytotoxicity, usual class: inhibitors; also: potency is read from the fitted curve at half-maximal effect; nearly all actives have a fitted effect of over 60% in size
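qHTS cytotoxicity; HEK 293, 250 cells/well; compound pinned; 48 or 72 hr, 37 degree Celsius, 5% CO2, 95% humidity; CellTiter-Glo, 10 min RT; luminescence (ATP).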
SNCA expr inh = SNCA gene expression inhibition. HEK-293 SNCA-luciferase knock-in, luminescence, 24 h. Potency, µM (series often up to 57.2 µM), for the others: at the highest dose activity change, negative = inhibition, usual class: inhibitors. 140,000 compounds, 0.17% hits;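 also: potency is read from the fitted curve at half-maximal effect; plate controls were DMSO cells for no effect and cell-free wells for full effect; nearly all actives have a fitted effect of over 45% in size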
GPT2 inh = blocks human glutamate pyruvate transaminase 2; 100,000 compounds, 0.25% hits; Recombinant GPT2, coupled pyruvate oxidase/HRP Amplex Red fluorescence; Q8TD30; AID 1671188; Potency, µM (series often up to 57.7 µM), for the others: at the highest dose activity change, negative = inhibition, usual class: inhibitors; also: potency is read from the fitted curve at half-maximal effect; nearly all actives have a fitted effect of over 60% in size; many of its hits are not listed in these tables
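Fluorescence of coupled pyruvate oxidase/HRP/Amplex Red system (50uM Amplex, 30 min, dark) reports pyruvate formed by GPT2. Enzyme reaction: 10ng/uL GPT2, 2mM L-alanine, 250uM a-KG, 30 min room temperature, pH 7.5; 50uM AOA control.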
HEK293 viab = counter-screen for SNCA expression inhibitors: cell viability; Potency, µM (series often up to 57.1 µM), without a hit: top-dose activity change, negative = cytotoxicity, most hits filed as cytotoxic; 150,000 compounds, 0.12% hits; HEK-293-SNCA-luc viability, GF-AFC fluorescence, 24 h; AID 1671193;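 also: potency is read from the fitted curve at half-maximal effect; 0% = DMSO-treated cells and -100% = medium-only wells without cells; nearly all actives have a fitted effect of over 30% in size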
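HEK-293-SNCA-luc cells (1500/well) plated 24 h, then exposed 24 h to a dilution series; GF-AFC added 30 min at 37C, fluorescence 405/540 nm; normalised to medium-only and DMSO wells, Hill fit.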
IP6K1 inhibitor = blocks human inositol hexakisphosphate kinase 1; Q92551; IP6K1 kinase, ADP-Glo luminescence, 2 h; hits give low values; activity change, % (series mostly up to about 58 µM); 140,000 compounds, 0.81% hits; in the data active = activity change below about -25%
Target sequence (Q92551 whole entry, looked up): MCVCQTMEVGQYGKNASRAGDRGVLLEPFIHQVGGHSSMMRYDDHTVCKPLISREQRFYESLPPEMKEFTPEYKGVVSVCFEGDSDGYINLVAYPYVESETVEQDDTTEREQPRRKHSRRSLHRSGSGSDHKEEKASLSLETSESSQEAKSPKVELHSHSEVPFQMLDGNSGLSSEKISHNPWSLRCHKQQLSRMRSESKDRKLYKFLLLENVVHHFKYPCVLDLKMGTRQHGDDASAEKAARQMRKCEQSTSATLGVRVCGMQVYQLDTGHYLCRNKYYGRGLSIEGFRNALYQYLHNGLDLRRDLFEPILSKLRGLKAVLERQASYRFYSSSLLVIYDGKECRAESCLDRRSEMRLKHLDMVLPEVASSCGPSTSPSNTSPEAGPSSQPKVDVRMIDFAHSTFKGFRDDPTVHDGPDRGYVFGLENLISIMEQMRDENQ
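ADP-Glo luminescence measures ADP made by human IP6K1 during a 2 h RT reaction with ATP/IP6 (mix at 1.3 mM/130 uM); top library doses 57.5 and 19.1 uM final.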
NIH3T3 tox = kills NIH 3T3 cells. NIH 3T3 viability, CellTiter-Glo ATP luminescence, 48-72 h. Potency, µM (top dose mostly 96.7 µM), for the others: at the highest dose activity change, negative = cytotoxicity, actives largely listed as inhibitors. 94,000 compounds, 4.3% hits; also: potency is read from the fitted curve at half-maximal effect; nearly all actives have a fitted effect of over 55% in size
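Mouse fibroblast NIH 3T3 cells, 400 per well, received compound via pintool and were incubated for 48 or 72 hr prior to CellTiter-Glo ATP luminescence measurement.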
Luciferase inh = blocks purified firefly luciferase enzyme activity. purified P. pyralis luciferase, luminescence, biochemical. 76,000 compounds, 2.5% hits. AID 1347043. P08659. Potency, µM (doses to about 115 µM), inactives show at the highest dose activity change, negative = inhibition, usual class: inhibitors; also: potency is read from the fitted curve at half-maximal effect; nearly all actives have a fitted effect of over 65% in size
Target sequence (P08659 whole entry, looked up): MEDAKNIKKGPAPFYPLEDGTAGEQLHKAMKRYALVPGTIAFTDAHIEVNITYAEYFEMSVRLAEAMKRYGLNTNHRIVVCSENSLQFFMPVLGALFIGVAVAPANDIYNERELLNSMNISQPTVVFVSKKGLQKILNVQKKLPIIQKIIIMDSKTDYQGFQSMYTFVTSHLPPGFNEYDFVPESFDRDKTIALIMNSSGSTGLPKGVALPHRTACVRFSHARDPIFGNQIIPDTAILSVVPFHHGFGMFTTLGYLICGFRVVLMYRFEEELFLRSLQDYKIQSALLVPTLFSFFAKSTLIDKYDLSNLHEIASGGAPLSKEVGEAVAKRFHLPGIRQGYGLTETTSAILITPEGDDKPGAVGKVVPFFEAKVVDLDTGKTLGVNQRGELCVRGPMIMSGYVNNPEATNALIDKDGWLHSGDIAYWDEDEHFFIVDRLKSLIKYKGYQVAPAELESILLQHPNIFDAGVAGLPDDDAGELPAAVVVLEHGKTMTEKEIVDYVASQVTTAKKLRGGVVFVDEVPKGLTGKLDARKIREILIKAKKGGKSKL
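Cell-free enzyme assay, 10nM P. pyralis luciferase, luciferin and ATP each at 10uM. Inhibition profiled over a 6-point titration, read as luminescence.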
* hit, by the source's call; & = joins results of further samples; [ ] = remark or other dose. Unless noted, calls follow the shape of the dose curve; as a rule, active = well fitted curve in the direction sought with a large enough effect; inconclusive = small, poorly fitted or top-dose-only effect, or another doubt; inactive = no such curve, though single readings can be large; an effect the other way counts as inactive or inconclusive. Unless noted, % is scaled to controls: 0 for no effect and ±100 for the full control effect.

Cc1ccc(C(=O)CC2(O)C(=O)N(Cc3ccccc3F)c3ccccc32)cc1 (centres undefined) was read as SNCA expr inh -4%, HEK293 viab -16% and IP6K1 inhibitor -11.
O=C(COc1ccc(NC(=O)C2CC2)cn1)NCCc1cccs1 was read as HEK293 tox 7%, SNCA expr inh -28%, GPT2 inh 0%, HEK293 viab 5%, IP6K1 inhibitor 22, NIH3T3 tox inactive and Luciferase inh -8%.
For O=C(Cc1ccccn1)N1CCCC2(CNc3ncccc3[S+](=O)([O-])N2)C1 (centres undefined) the results were HEK293 tox inconclusive, IP6K1 inhibitor 25 and NIH3T3 tox -22%.
For Cc1cc(CNC(=O)Cn2nc(-c3ccccc3)n(-c3ccccc3)c2=O)on1 the results were HEK293 tox 5%, SNCA expr inh -13%, GPT2 inh inactive, HEK293 viab -16%, IP6K1 inhibitor 7, NIH3T3 tox inactive and Luciferase inh 9%.
For O=C(CCC1CCCN(Cc2ccc3nonc3c2)C1)N1CCOCC1 (centres undefined) the results were HEK293 tox -22%, SNCA expr inh -14%, GPT2 inh -18%, HEK293 viab 6%, IP6K1 inhibitor 4, NIH3T3 tox -4% and Luciferase inh -3%.
`Cn1ccnc1CN1C(=O)CO[C@H](c2ccc(N)cc2)[C@H]1CO` gave HEK293 tox inconclusive, SNCA expr inh -22%[87.6 µM], GPT2 inh 0%[88.5 µM], HEK293 viab -5%[87.6 µM], IP6K1 inhibitor 3, NIH3T3 tox -31%[174 µM] and Luciferase inh -18%[172 µM].
O=C(NC1CCN(c2ccc3nnc(C4CC4)n3n2)C1)C1CCCC1 (centres undefined) was read as HEK293 tox inactive, IP6K1 inhibitor -1 and NIH3T3 tox -19%.
`Cc1ccc(CNC(=O)C2CCN(S(=O)(=O)c3ccc4nc5c(c(C(=O)O)c4c3)CC(C)CC5)CC2)cc1` (centres undefined) gave SNCA expr inh 1%, HEK293 viab 11% and IP6K1 inhibitor -1.
Cc1cc(C)n2nc(CNS(=O)(=O)c3cccc(Cl)c3)nc2n1 was read as SNCA expr inh 16%, HEK293 viab 4% and IP6K1 inhibitor -4.
For CC(C)CCN1CCC(N2CCN(S(C)(=O)=O)CC2)C1=O (centres undefined) the results were HEK293 tox inactive, SNCA expr inh 4%, GPT2 inh 2%, HEK293 viab 5%, IP6K1 inhibitor -2, NIH3T3 tox inactive and Luciferase inh 4%.
Screening CC[C@@]1(O)C(=O)OCc2c1cc1n(c2=O)Cc2cc3cc(O)ccc3nc2-1 returned SNCA expr inh inconclusive, GPT2 inh inconclusive, HEK293 viab 18%&40% and IP6K1 inhibitor 7.
O=C(N[C@H]1CCN2C(=O)c3cc(-c4ccsc4)ccc3NC(=O)[C@H]12)c1cnccn1 was read as HEK293 tox -6%[172 µM], SNCA expr inh 18%[87.6 µM], GPT2 inh inactive, HEK293 viab 1%[87.6 µM], IP6K1 inhibitor -5, NIH3T3 tox -29%[174 µM] and Luciferase inh -8%[172 µM].
For CN(Cc1ccccc1)Cc1cc(CC2(NCc3ccccc3F)COC2)no1 the results were HEK293 tox inconclusive, SNCA expr inh 6%[87.6 µM], GPT2 inh -1%[88.5 µM], HEK293 viab -13%[87.6 µM], IP6K1 inhibitor 7, NIH3T3 tox inconclusive and Luciferase inh -9%[172 µM].
For CN1CCC(N2CCN(C(=O)c3cc(-c4ccc(F)cc4)cn3C)CC2)CC1 the results were HEK293 tox inconclusive, SNCA expr inh -1%, GPT2 inh inactive, HEK293 viab 4%, IP6K1 inhibitor 4, NIH3T3 tox inconclusive and Luciferase inh 0%.
Cc1ccc(C2=NC3(CCN(C(=O)c4ccn[nH]4)CC3)ON2)cc1 was read as HEK293 tox 0%, SNCA expr inh 20%, GPT2 inh -7%, HEK293 viab 12%, IP6K1 inhibitor 1, NIH3T3 tox 3% and Luciferase inh -17%.
`C[S+](=O)([O-])CCn1ncc2cc(OCc3cccc(-c4ccccc4O)c3)ccc21` gave HEK293 tox 35µM*, SNCA expr inh -12%[87.6 µM], GPT2 inh 2%[88.5 µM], HEK293 viab inconclusive, IP6K1 inhibitor -23, NIH3T3 tox inconclusive and Luciferase inh 4µM*.
`O=C(Cc1cccc(Cl)c1)NC1CCC(Cc2cccc(-c3cccs3)c2)CC1` (centres undefined) gave HEK293 tox inconclusive, SNCA expr inh -6%, GPT2 inh inconclusive, HEK293 viab 2%, IP6K1 inhibitor 0 and NIH3T3 tox -29%.
CC(C)(C)OC(=O)N1CCC(c2c(C(=O)NCCc3ccccc3)cnn2-c2ccc(F)cc2F)CC1 was read as SNCA expr inh inconclusive, HEK293 viab inconclusive and IP6K1 inhibitor -11.
`COc1ccccc1-c1cccc(C(=O)N2CCN(C(=O)c3ccccc3Cl)CC2)c1` gave HEK293 tox inconclusive, SNCA expr inh 11%, GPT2 inh -1%, HEK293 viab inconclusive, IP6K1 inhibitor -6 and NIH3T3 tox inconclusive.
COCCOc1cc(=O)n2c(c1C(=O)NCc1ccc(F)cc1)CCOCC2 was read as HEK293 tox -14%, SNCA expr inh 4%, GPT2 inh inactive, HEK293 viab 3%, IP6K1 inhibitor 3, NIH3T3 tox -16% and Luciferase inh -5%.

Not a retest: entries from further up.
Cc1ccc(C(=O)CC2(O)C(=O)N(Cc3ccccc3F)c3ccccc32)cc1 (centres undefined) was read as SNCA expr inh -4%, HEK293 viab -16% and IP6K1 inhibitor -11.
O=C(COc1ccc(NC(=O)C2CC2)cn1)NCCc1cccs1 was read as HEK293 tox 7%, SNCA expr inh -28%, GPT2 inh 0%, HEK293 viab 5%, IP6K1 inhibitor 22, NIH3T3 tox inactive and Luciferase inh -8%.
For O=C(Cc1ccccn1)N1CCCC2(CNc3ncccc3[S+](=O)([O-])N2)C1 (centres undefined) the results were HEK293 tox inconclusive, IP6K1 inhibitor 25 and NIH3T3 tox -22%.

Following part:
CCC(NC(=O)c1cc(OC)ccc1OC1CCN(C(C)=O)CC1)c1ccncc1 (centres undefined) was read as HEK293 tox -4%, SNCA expr inh 10%, GPT2 inh -24%, HEK293 viab -7%, IP6K1 inhibitor 4, NIH3T3 tox -19% and Luciferase inh 7%.
Screening COCCN1C(=O)[C@@H]2C[C@@H](CN2Cc2ccc(C#N)cc2)Oc2ccccc21 returned HEK293 tox inconclusive, SNCA expr inh 12%[87.6 µM], GPT2 inh 3%[88.5 µM], HEK293 viab 0%[87.6 µM], IP6K1 inhibitor -5, NIH3T3 tox inconclusive and Luciferase inh -5%[172 µM].
O=C(NCCc1cnc[nH]1)c1nc(-c2ccccc2)cc2[nH]ccc12 was read as HEK293 tox inconclusive, SNCA expr inh 2%[87.6 µM], GPT2 inh 1%[88.5 µM], HEK293 viab -16%[87.6 µM], IP6K1 inhibitor 0, NIH3T3 tox inconclusive and Luciferase inh -16%[172 µM].
COc1ccc(Nc2ccc3cc(S(=O)(=O)N4CCCC4)ccc3n2)cc1OC was read as SNCA expr inh 54%[activator], HEK293 viab -14% and IP6K1 inhibitor 14.
For CCOc1ccccc1NC(=O)Cn1c(N2CCOCC2)nc(CC)cc1=O the results were HEK293 tox inconclusive, SNCA expr inh 1%, GPT2 inh 2%, HEK293 viab -5%, IP6K1 inhibitor -2, NIH3T3 tox -22% and Luciferase inh 11%.
`Cc1cc(C)c(Cn2c(=O)n(CCCC(=O)NCc3ccc4c(c3)OCO4)c(=O)c3sccc32)c(C)c1` gave SNCA expr inh inconclusive, HEK293 viab 7% and IP6K1 inhibitor -4.
For Cc1c(Cl)cccc1-n1ncc(C(=O)N2CCN(C)CC2)c1C1CCN(C(=O)OC(C)(C)C)CC1 the results were SNCA expr inh -28%, HEK293 viab 7% and IP6K1 inhibitor 26.
For CCCCNC(=O)CCC(=O)NNc1nc2ccccc2c2nc(-c3ccccc3)nn12 the results were SNCA expr inh -2%, HEK293 viab -15% and IP6K1 inhibitor -4.
Screening CCCN(CC1CCOC1)C(=O)Nc1cccc(C(F)(F)F)c1 (centres undefined) returned HEK293 tox inconclusive, SNCA expr inh -5%, GPT2 inh 2%, HEK293 viab 7%, IP6K1 inhibitor 12, NIH3T3 tox -22% and Luciferase inh -6%.
For O=C(COCc1cc(-c2ccco2)on1)Nc1cccc(Cl)c1Cl the results were SNCA expr inh -1%, HEK293 viab -1% and IP6K1 inhibitor -18.
`Cc1ccc(C)c(NC(=O)Cn2ncc3c(C)n(Cc4ccc(F)cc4)c(C)c3c2=O)c1` gave SNCA expr inh inconclusive, HEK293 viab -7% and IP6K1 inhibitor 2.
For CCc1noc(-c2cccn3c(CNC(=O)Cc4cccc(OC)c4)nnc23)n1 the results were HEK293 tox -38%, SNCA expr inh 14%, GPT2 inh inactive, HEK293 viab -10%, IP6K1 inhibitor -1, NIH3T3 tox -10% and Luciferase inh 2%.
`CCc1ccc(NC(=O)CSc2nc3ccsc3c(=O)n2C(C)CC)cc1` (centres undefined) gave SNCA expr inh -27%, HEK293 viab -9% and IP6K1 inhibitor 18.
`Cc1ccc(Cn2ccnc2SCC(=O)Nc2ccc3c(c2)OCCO3)cc1` gave SNCA expr inh 77%[activator], HEK293 viab -21% and IP6K1 inhibitor -7.
`Cc1cc(C(=O)N2CCCN(S(C)(=O)=O)C(c3ccccc3)CC(=O)NCC2)nn1C` (centres undefined) gave HEK293 tox 4%, SNCA expr inh -23%, GPT2 inh 2%, HEK293 viab 8%, IP6K1 inhibitor -6, NIH3T3 tox -12% and Luciferase inh -2%.
`COCC(=O)N(C1CCOCC1)C1CCN(Cc2cccnc2)CC1` gave HEK293 tox -28%, SNCA expr inh -26%, GPT2 inh inactive, HEK293 viab -2%, IP6K1 inhibitor -7, NIH3T3 tox -20% and Luciferase inh -6%.
Screening CCC(=O)Oc1ccc2c(c1)CC[C@@H]1[C@@H]2CC[C@@]2(C)[C@H]1C[C@@H](OC(=O)CC)[C@@H]2OC(=O)CC returned SNCA expr inh -7%[25.6 µM], GPT2 inh inactive, HEK293 viab -17%[23.9 µM] and IP6K1 inhibitor -5.
Screening Cc1ccc(NC(=O)CSc2ncccc2C(=O)Oc2ccccc2Cl)cc1Cl returned SNCA expr inh 69%[activator], HEK293 viab -8% and IP6K1 inhibitor -5.
For Cc1ccc(-c2onc(C)c2C)cc1S(=O)(=O)Nc1ccccn1 the results were SNCA expr inh -5%, HEK293 viab -13% and IP6K1 inhibitor -26*.
For COc1ccc(Cn2c(CCC(=O)Nc3cccc(Cl)c3)nc3cccnc32)cc1 the results were SNCA expr inh 4%, HEK293 viab 13% and IP6K1 inhibitor -8.
For CCCOc1ccccc1C(=O)N1CC[C@H](N(C)C)[C@H](CCC(=O)O)C1 the results were HEK293 tox inactive, SNCA expr inh 8%, GPT2 inh 4%, HEK293 viab 2%, IP6K1 inhibitor 1, NIH3T3 tox inactive and Luciferase inh 0%.

Source: PubChem BioAssay (National Center for Advancing Translational Sciences (NCATS))

Some of the compounds tested; the hit share may differ from the screen's.
